Bioassay records: PubChem, several laboratories
MT1-MMP act inh – blocks activation of human MT1-MMP; P50281; HT1080 RFP-PRO-GFP cells, GFP/RFP ratio fluorescence, overnight; percent of plate control window, DMSO zero; GFP/RFP ratio change, % at 20 µM; hit rate 0.061% among 360,000; AID 651647;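 active = GFP/RFP ratio change of at least 30% with cell ATP level not reduced by more than half and red fluorescence within 50% of control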; also: strong numbers were not always called active
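system = RFP-PRO-GFP reporter HT1080 cells | dosing = 20 µM single dose, 1% DMSO | timing = overnight cell settling, then overnight compound exposure, 37 °C, 5% CO2 | read-out basis = GFP/RFP fluorescence ratio | controls = DMSO and RFP-L50D-GFP cell wells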
FAS-TE inh – blocks the thioesterase domain of human fatty acid synthase; P49327; recombinant FAS-TE, OMFH fluorogenic substrate, fluorescence endpoint; inhibition, % at 15 µM; hit rate 0.67% among 360,000; AID 602261;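 active = compounds whose normalised, plate-corrected inhibition of enzyme fluorescence in the single-dose primary screen is 50% or more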;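 also: 0% = DMSO with enzyme and 100% = substrate without enzyme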
SKN-1 block – inhibitors of C. elegans SKN-1; C. elegans VP596 Pgst-4::GFP/RFP ratio, acrylamide-induced, 24 h; inhibition, % at 21.8 µM; hit rate 0.49% among 360,000; AID 624304;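 active = interference check ratio from 0.5 to 1.5 plus GFP to RFP signal ratio inhibition reaching or exceeding a fixed threshold, cut at about 30% in these data, passing the limit was not always enough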; also: some compounds called inactive have numbers as strong as hits
Rin1 Abl inh – human Rin1-Abl interaction inhibition | P00519+Q13671 | TR-FRET Rin1/Abl binding, biochemical | inhibition, % at 7.35 µM | hit rate 0.4% among 360,000; in the data active = inhibition above about 5%, passing the limit was not always enough
PABP1 MLLE inh – inhibitors of microRNA-mediated deadenylation, human PABP1 MLLE binding; GST-MLLE / FITC-PAM2 fluorescence polarization; hit rate 0.36% among 360,000; inhibition, % at 20 µM; P11940; in the data active = inhibition above about 35%, passing the limit was not always enough;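 also: plate controls were DMSO wells with GST-MLLE for no effect and wells lacking GST-MLLE protein for full effect; some results filed as inactive read as strong as hits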
Neddyl block – inhibitors of human cullin neddylation; P61081+Q13564; hit rate 0.58% among 360,000; TR-FRET cullin neddylation, biochemical; calls only at 25 µM; in the data active = inhibition above about 36%
Target sequence (P61081 whole entry, looked up): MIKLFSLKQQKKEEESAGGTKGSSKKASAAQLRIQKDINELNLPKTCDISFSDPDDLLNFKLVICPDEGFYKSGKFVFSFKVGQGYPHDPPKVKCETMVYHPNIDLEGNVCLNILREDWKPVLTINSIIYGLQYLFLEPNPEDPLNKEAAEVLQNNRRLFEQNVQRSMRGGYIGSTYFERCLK
Target sequence (Q13564 whole entry, looked up): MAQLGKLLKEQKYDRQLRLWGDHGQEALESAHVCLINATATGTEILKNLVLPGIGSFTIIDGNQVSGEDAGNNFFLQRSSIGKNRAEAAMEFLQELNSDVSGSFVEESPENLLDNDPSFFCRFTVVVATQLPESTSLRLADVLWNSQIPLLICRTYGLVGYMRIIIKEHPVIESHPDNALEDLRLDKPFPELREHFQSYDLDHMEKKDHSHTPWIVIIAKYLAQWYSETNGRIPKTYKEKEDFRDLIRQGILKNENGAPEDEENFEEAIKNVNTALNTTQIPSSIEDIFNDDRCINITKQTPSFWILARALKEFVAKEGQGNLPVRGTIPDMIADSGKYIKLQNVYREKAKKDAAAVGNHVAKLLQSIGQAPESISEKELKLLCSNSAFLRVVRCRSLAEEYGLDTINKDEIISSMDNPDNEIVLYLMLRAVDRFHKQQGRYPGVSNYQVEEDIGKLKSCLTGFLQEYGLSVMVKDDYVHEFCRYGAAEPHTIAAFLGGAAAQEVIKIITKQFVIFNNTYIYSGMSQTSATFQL
E coli Lon inh – inhibits E. coli Lon protease. purified E. coli Lon protease, fluorescence polarization. inhibition, % at 7.94 µM. hit rate 0.42% among 360,000; in the data active = inhibition above about 13%, passing the limit was not always enough;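 also: 0% = enzyme with probe and DMSO and 100% = no enzyme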
CendR NRP1 mod – NRP-1/CendR interaction modulation; O14786; FAM-RPARPAR peptide binding to NRP-1, fluorescence polarization; inhibition, % at 25 µM; hit rate 0.85% among 360,000;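 active = inhibition or corrected inhibition above about 18%, plus a signal ratio from 0.5 to 1.5, limit read from the data, passing the limit was not always enough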; also: strong numbers were not always called active
bovine MsrA act – activates bovine MsrA enzyme | hit rate 0.3% among 360,000 | activation, % at 10.6 µM | AID 602163 | purified bovine MsrA, absorbance read-out; in the data active = activation above about 7.5%;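 also: 0% = vehicle and 100% = reference activator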
The depositor's hits bear a star; i = inactive; / = no result given; + = active, no number.

Molecule	Neddyl block	CendR NRP1 mod	SKN-1 block	FAS-TE inh	E coli Lon inh	PABP1 MLLE inh	MT1-MMP act inh	Rin1 Abl inh	bovine MsrA act
CC1CN(C(=S)NC(=O)c2ccc([N+](=O)[O-])cc2)CC(C)O1 (stereo not drawn)	i	25	-16	0	-6	-25	2	-2	-2
COc1cccc(C(=O)Nc2cc(Cl)c(O)c(Cl)c2)c1	i	-3	2	-7	-12	-6	5	2	-13
Cc1cc(C)c(C#N)c(SCC(=O)c2ccccc2)n1	i	5	4	44	-7	1	3	3	-2
CC(=O)N1CCN(CC(C)(C)NS(=O)(=O)c2ccccc2)CC1	i	-8	-1	4	4	-7	1	0	-7
CCOC(=O)C1(Cc2ccccc2)CCN(Cc2cc(OC)c3c(c2)OCO3)CC1	i	6	5	8	-6	-2	-4	3	1
CC1(C)NC(=O)N(CC(=O)N2CCC(Cc3ccccc3)CC2)C1=O	i	15	25	-4	-1	8	2	-1	2
COc1ccc(-c2cc(C(=O)OCC(=O)N3CCCC3)c3ccccc3n2)cc1	/	18	1	10	-2	16	1	0	2
COc1cc2c(cc1OC)C(C(=O)Nc1ccc3c(c1)OCCO3)C(c1cccnc1)N(C)C2=O (stereo not drawn)	i	-5	1	-5	4	4	0	-1	-2
CC(Oc1ccc(Cl)cc1Cl)c1nc(-c2ccc(NC(=O)c3ccncc3)cc2)no1 (stereo not drawn)	i	-12	-17	32	-8	-6	-12	-3	3
CCOC(=O)C1(C(=O)O)NC(=O)CC1c1ccccc1 (stereo not drawn)	i	-1	-6	-5	-3	0	-2	2	-6
COc1ccc(OC)c(/C=N\NC(=O)c2ccc(=O)n(C)c2)c1	i	-13	11	-10	-12	6	-1	-2	-5
CCn1c(=N)n(CC(O)c2cccs2)c2ccccc21 (stereo not drawn)	i	-1	-6	-8	-4	-4	-4	0	-7
CCOc1ccc2[nH]c(=O)c(CN(CCO)C(c3nnnn3C3CCCCC3)C(C)C)cc2c1 (stereo not drawn)	/	-14	1	-7	0	17	-4	-3	-10
CN(CCCNC(=O)c1nn(C)c2c1CS(=O)(=O)c1ccccc1-2)Cc1ccccc1	i	1	20	-4	-1	1	-2	3	-2
CC(C)c1ccc(C(=O)NC(=S)NCc2cccnc2)cc1	i	2	7	11	4	7	2	0	-2
CCOC(=O)c1sc(NC(=O)c2ccc(C)s2)cc1C	i	-5	-6	5	0	-10	4	1	-3
CSc1nc(NCC(C)C)c2c3c(sc2n1)CN(C)CC3	/	-8	-4	0	-6	-9	-16	1	1
COCCCN1C(=O)c2ccc(C(=O)N3CCN(c4ccccc4OC)CC3)cc2C1=O	i	15	14	-9	-10	10	2	-1	-1
CCN(CC)C(=O)[C@H]1C[C@H](CC(=O)NCc2ccco2)C(=O)N2CCc3c([nH]c4ccc(Cl)cc34)[C@]12C	i	-4	-7	18	4	-9	-5	-2	-4
Cc1cc(C)nc(SCC(=O)OCC(=O)Nc2ccccc2)n1	i	13	14	-7	-14	-2	-2	2	-2
Cc1cccc(C(=O)N2CCCC(N3CCN(Cc4ccc5c(c4)OCO5)CC3)C2)n1 (stereo not drawn)	i	-5	4	-4	-4	-3	/	2	-11
CC(Sc1nncs1)C(=O)NCc1ccc2c(c1)OCO2 (stereo not drawn)	i	-5	1	-6	-8	4	2	1	-4
CCn1c(NC(=O)C(C)C)c(-c2ccccc2)c(=O)c2ccccc21	i	4	-1	-3	14	-6	7	0	-10
OCC[C@H]1C[C@H](O)[C@@H](O)[C@]2(OCCc3ccccc32)O1	i	10	11	-7	-5	15	1	3	0
CCOC(=O)/C(C#N)=C/C1=C(N2CCOCC2)C(C)(C)OCC1	i	-8	-1	-4	-3	5	-3	1	-3
Cc1ccc(C)c(N2CCN(C3CCCC(C)C3)CC2)c1 (stereo not drawn)	i	15	0	-2	-2	-8	4	-4	1
Cc1ccc2nc(-c3ccc4c(c3)OCCO4)cc(C(=O)O)c2c1	+	-13	-1	-4	-2	20	1	-2	-4
Cc1ccc(S(=O)(=O)Nc2cccnc2Oc2ccc(Cl)cc2)cc1	i	8	2	11	1	12	2	0	-1
Cc1cc(Cl)ccc1C(=O)C1CCCN(C(=O)c2cccnc2C)C1 (stereo not drawn)	i	-8	-12	-5	0	-5	2	5	-8
CNC(=O)CN(c1ccc(C(C)C)cc1)S(C)(=O)=O	i	-10	2	-8	-5	0	0	-2	-10
O=C(COC(=O)c1ccccc1)Nc1ccccc1N1CCOCC1	i	10	-13	0	-2	14	-4	0	-5
COC(=O)[C@]1(Cc2ccccc2)N[C@H](CN(C)S(=O)(=O)c2ccc(C)cc2)[C@@H]2C(=O)N(Cc3ccccc3)C(=O)[C@@H]21	i	-10	0	41	-7	-4	-5	-2	-1
Cn1cc(SCC(=O)NCC2CCCO2)c2ccccc21 (stereo not drawn)	i	-1	-8	-7	-9	16	7	0	-2
CCOC(=O)/C=C/c1ccc2c(c1)S(=O)(=O)N(Cc1ccc(OC)cc1)[C@H]2CC(=O)OCC	i	23	7	22	3	-12	3	3	-5
CC1CCCCN1c1nc2nonc2nc1N1CCCCC1C (stereo not drawn)	i	-11	23	11	-5	5	-1	2	-3
COc1ccc(S(=O)(=O)N2CCc3ccccc3C2)cc1C(=O)O	i	6	17	-4	4	2	0	1	0
CC1(c2ccccc2)NC(=O)N(CC(=O)NCc2cccc(Cl)c2)C1=O (stereo not drawn)	i	-14	8	1	1	-15	-2	-1	-6
O=[N+]([O-])c1ccc(/C=N/Nc2nc3ccccc3o2)cc1	i	4	6	-3	-3	0	11	1	-2
Cc1cccc(NC(=O)c2nc[nH]c2C(=O)NCCCCNC(=O)c2[nH]cnc2C(=O)Nc2cccc(C)c2)c1	/	-3	0	-1	5	14	-1	4	-2
COc1ccc(N2CC(C(=O)NCc3cccnc3)CC2=O)cc1 (stereo not drawn)	i	3	-6	-7	14	9	5	-2	0
Nc1ccc(-c2cnc(N)c(C(=O)c3cccnc3)n2)cn1	i	-14	10	-14	-10	-2	-18	-8	-2
CCc1ccc(C2=NNC(=Nc3cccc(S(=O)(=O)N(C)C)c3)SC2)cc1	i	0	0	-138	-8	-71	-31	-1	-7
CC1CC(CC(=O)Nc2nc(-c3ccccc3)cs2)C(=O)O1 (stereo not drawn)	i	1	-6	-8	1	-3	-2	2	-10
Cc1ccc(CN(CC(=O)NCCc2ccccc2)C(=O)c2csnn2)cc1	i	3	-15	0	4	26	1	0	-1
COCCN1CCN(C(=O)c2ccc3oc(CCCc4ccccc4)nc3c2)CC1	i	8	4	-5	-5	8	1	0	-2
Cc1ccn2c(CNC(C)c3cn(C)nc3C)c(C(=O)N3CCCCCC3)nc2c1 (stereo not drawn)	i	10	10	-5	0	5	-4	-1	-2
O=C(N/N=C/c1ccc2c(c1)OCO2)c1ccccn1	i	4	0	-8	-1	4	4	2	-4
COc1ccc(CCNC(=O)CCc2cc(OC)c(OC)c(OC)c2)cc1OC	i	-3	0	-3	4	4	1	1	-4
O=C(OC1CCN(c2ncc(C(F)(F)F)cc2Cl)CC1)c1cccc(C(F)(F)F)c1	i	-14	-23	14	-3	-1	0	-3	-3
COc1ccc(C(=O)NCc2nnc(SCC(=O)N3CCOCC3)o2)cc1OC	i	13	1	-5	0	-84	-1	-2	-3
COc1ccc(-c2nnc(CSc3nc4ccccc4c(=O)n3CC3CCCO3)o2)cc1OC (stereo not drawn)	i	-6	-4	15	-2	-5	-1	-3	-3
O=C(O)Cn1nnn(-c2ccccc2)c1=S	i	-2	-7	-7	0	-12	0	-2	-6
COc1ccc(/C=C2\Sc3ccc(C(=O)NCC4CCCO4)cc3N(C)C2=O)cc1 (stereo not drawn)	i	3	7	-1	7	25	4	3	-5
COc1cc(OC)cc(C(=O)N[C@H](C(=O)Nc2c(C)n(C)n(-c3ccccc3)c2=O)C(C)C)c1	i	-22	-2	-10	-2	-7	-1	2	2
Cc1cc(C(=O)O)cc(Br)c1N	i	7	6	-4	-5	-9	-3	2	-4
O=C(c1ccc(NS(=O)(=O)c2ccc(F)cc2)cc1)N1CCC1	i	-1	0	-7	-3	1	3	2	-1
Cc1ccccc1NC(=O)C(=O)NCCc1ccccc1	i	8	-1	-11	-9	-4	2	-2	-7
O=C(O)c1ccc(OS(=O)(=O)c2cccc(C(F)(F)F)c2)cc1	i	2	0	-6	-5	10	0	4	-2
Cc1cc(C)c2ccc(C)[n+]([O-])c2c1O	i	-2	-19	-3	5	5	3	1	-3
O=C1c2ccccc2C(=O)N1Cc1cc(Cl)c(O)c([N+](=O)[O-])c1	i	7	28	-5	3	1	5	-3	-1

Three entries drawn at random from the list so far, as already listed:
Molecule	Neddyl block	CendR NRP1 mod	SKN-1 block	FAS-TE inh	E coli Lon inh	PABP1 MLLE inh	MT1-MMP act inh	Rin1 Abl inh	bovine MsrA act
Cc1cc(C(=O)O)cc(Br)c1N	i	7	6	-4	-5	-9	-3	2	-4
COc1ccc(-c2nnc(CSc3nc4ccccc4c(=O)n3CC3CCCO3)o2)cc1OC (stereo not drawn)	i	-6	-4	15	-2	-5	-1	-3	-3
O=C(OC1CCN(c2ncc(C(F)(F)F)cc2Cl)CC1)c1cccc(C(F)(F)F)c1	i	-14	-23	14	-3	-1	0	-3	-3

The results go on.
Molecule	Neddyl block	CendR NRP1 mod	SKN-1 block	FAS-TE inh	E coli Lon inh	PABP1 MLLE inh	MT1-MMP act inh	Rin1 Abl inh	bovine MsrA act
COc1ccc(-c2sc3ccccc3c2/C=C/c2ccc(N)cc2)cc1	/	9	-11	23	-9	3	-2	0	-5
O=C(Nc1nnc(-c2ccc(Cl)cc2)o1)NC1CCCCC1	i	0	24	-3	5	1	5	1	-2
Cn1c(=O)c2[nH]c(CCCc3nc4ccccc4[nH]3)nc2n(C)c1=O	i	15	4	-5	4	18	2	1	-1
CCc1nnc(NC(=O)CSc2nc3cc4c(cc3cc2CC)OCCO4)s1	i	-2	-1	2	6	7	3	-1	-8
Cn1cccc1/C=N/N1CCN(c2ccccn2)CC1	i	-7	10	-8	-12	1	1	0	-4
COc1ccc(C/C(N)=N/OC(=O)C(c2ccccc2)c2ccccc2)cc1OC	i	3	9	7	-3	0	2	2	-5
Cc1cc(/C=C2\NC(=S)N(C)C2=O)ccc1N1CCCC1	i	134	22	-22	i	129	-108	-5	-5
CCOC(=O)c1cnc(C(C)(C)C)[nH]c1=O	i	8	0	-4	-3	12	3	2	-8
CCN1CCC2(CC1)C(C#N)=C(N)Oc1c2sc2nc(C)cc(C)c12	i	-33	18	-6	-58	-16	-54	-3	-3
O=C(CC[C@H]1O[C@@H](n2cnc3c(NC(=O)c4ccccc4)ncnc32)[C@H](O)[C@@H]1O)NCc1nc2ccccc2[nH]1	i	9	-1	-6	-20	-6	2	0	-1
COc1cc(-c2c(-c3cccc(C)c3)oc3ccccc23)cc(OC)c1OC	/	6	3	25	6	13	-2	0	0
CCOC(=O)c1c(S(=O)(=O)NCC(=O)NCc2cccc(C)c2)c(C)n(C)c1C	i	6	-4	0	1	-1	0	1	-1
CC(C)N(C(=O)CSc1nc2c([nH]1)c(=O)n(C)c(=O)n2C)c1ccccc1	i	1	-7	1	-5	1	-2	-1	0
COc1ccc(OC)c(S(=O)(=O)N2CCN(C(=O)c3cc(C4CC4)nn3-c3ccccc3)CC2)c1	i	-1	-8	22	1	68*	-1	2	-4
CCN1/C(=C/c2ccc3cc(C)ccc3[n+]2C)Sc2ccc3sccc3c21	i	-129	58	-11	-56	-206	-6	-9	-2
